RNase H inhibition – RNase H inhibition, HIV 1 Gag Pol polyprotein, FRET biochemical assay, screening (AID 372) | HIV-1 RT RNase H, FRET RNA/DNA substrate fluorescence; higher % means a stronger effect | inhibition, % at 10 µM; hits with a dose series show IC50 in µM | actives 0.77% (n = 100,000); in the data active means inhibition above about 50%
* hit, by the source's call. A portion of the library (hit frequency here may not be typical).

Start of the listing, in advance, 2 compounds:
SMILES	RNase H inhibition
O=C1S/C(=C\c2ccc(-c3ccccc3[N+](=O)[O-])o2)C(=O)N1c1ccccc1	9%
COc1ccc(C(=O)NC(=S)Nc2ccc(N(C)C)cc2)cc1	25%

The whole of this part (from the top)
SMILES	RNase H inhibition
O=C1S/C(=C\c2ccc(-c3ccccc3[N+](=O)[O-])o2)C(=O)N1c1ccccc1	9%
COc1ccc(C(=O)NC(=S)Nc2ccc(N(C)C)cc2)cc1	25%
Cc1ccc(N2C(=O)c3ccc(S(=O)(=O)c4cccc(C(=O)O)c4)cc3C2=O)c(C)c1	13%
Cc1ccc2oc(C(=O)Nc3cccnc3)c(C)c2c1	31%
CCCOC(=O)C1=C(C)NC2=C(C(=O)CC(C)(C)C2)C1c1ccc(OCC)c(OC)c1 (centres undefined)	13%
CC(=O)NS(=O)(=O)c1ccc(NC(=O)CCc2ccccc2)cc1	1%
CN1c2ccccc2C(C)(C)C12C=Cc1cc(O)ccc1O2 (centres undefined)	25%
COC(=O)c1sc(NC(=O)c2cccc([N+](=O)[O-])c2)c(C(=O)OC)c1C	15%
CCOC(=O)C1=C(C)NC2=C(C(=O)CC(c3ccc(OC)cc3)C2)C1c1cccc(Cl)c1 (centres undefined)	5%
CCOCCOC(=O)C1=C(C)NC2=C(C(=O)CC(c3ccc(Cl)cc3)C2)C1c1cc(Br)c(O)c(OC)c1 (centres undefined)	18%
O=[N+]([O-])c1ccc(N/N=C/c2ccc(OCc3ccccc3)cc2)cc1	0%
CCOc1ccc(C(=O)NC(=S)Nc2ccc(-c3nc4ncccc4o3)cc2)cc1[N+](=O)[O-]	21%
Clc1cccc(-c2nc(-c3ccc(Oc4ccccc4)cc3)c(-c3ccc(Oc4ccccc4)cc3)[nH]2)c1	1%
O=C(O)c1cccc(NC(=O)c2cc3cc([N+](=O)[O-])ccc3oc2=O)c1	5%
CC(=O)c1c(C)nc(-c2ccccc2)nc1NC(=O)Cc1ccccc1	0%
CCc1ccc(NC(CC(=O)c2ccc(OC)cc2)c2ccc(OC)cc2)cc1 (centres undefined)	18%
Clc1ccc(OCCCN2CCCC2)cc1	0%
COc1ccc(C2C3C(=O)N(c4ccccc4)C(=O)C3N3CCCN23)cc1 (centres undefined)	0%
CC1=C(C(=O)Nc2cccc(Cl)c2)C(c2ccccc2Br)NC(=S)N1 (centres undefined)	3%
CC(=O)C1=C(C)NC(SCC(=O)c2ccc(C)cc2)=C(C#N)C1c1cccc(C)c1 (centres undefined)	32%
Clc1ccccc1-c1nc(N2CCCC2)c2ccccc2n1	9%
O=C(NCCOCc1ccccc1)c1ccccc1Br	4%
CCN1C(=O)/C(=C2/Oc3ccc4ccccc4c3N2C)OC1=S	0%
COC(=O)c1ccccc1-c1ccc(/C=C2/C(=N)N3N=C(c4ccccc4)SC3=NC2=O)o1	24%
CCOC(=O)C1CCCCN1Cc1ccc(C(F)(F)F)cc1 (centres undefined)	5%
COc1cc(/C=N/NC(=O)/C(=C\c2ccccc2)NC(=O)c2ccccc2)cc(OC)c1O	24%
O=S(=O)(c1ccc(NC(=S)Nc2ccccc2)cc1)N1CCCCCC1	8%
O=C(CC(CC(=O)c1nc2ccccc2s1)c1ccccn1)c1nc2ccccc2s1	2%
O=C1CS(=O)(=O)C(c2ccc(Cl)cc2Cl)N1c1ccc(Br)cc1 (centres undefined)	5%
Cc1ccc(C(=O)N/N=C/c2ccc3c(c2)OCO3)cc1	0%
COc1ccc(/C(N)=N/OC(=O)c2ccccc2[N+](=O)[O-])cc1	14%
CC(C)(O)C(=O)CCc1ccccc1	8%
CCOc1ccc(NC(=O)CC2S/C(=N\N=C3/CCCc4ccccc43)NC2=O)cc1 (centres undefined)	15%
O=C(Nc1ccc(Cl)cn1)c1ccc2c(c1)OCCO2	10%
Cc1ccc(C(=O)N/N=C\c2c[nH]c3ccccc23)o1	0%
COC(=O)c1c(C)oc2cc(Br)c(OCC(=O)C(C)(C)C)cc12	0%
O=C(c1cccn1C(O)(C(F)(F)F)C(F)(F)F)C(F)(F)F	0%
CCCOC(=O)C1=C(C)NC2=C(C(=O)CC(C)(C)C2)C1c1ccc(F)c(F)c1 (centres undefined)	24%
Cc1cc(NS(=O)(=O)c2ccc(NC(=O)c3cc(Cl)cc(Cl)c3)cc2)no1	0%
CC(C)(C)c1ccc(C(=O)NNC(=O)C(=O)Nc2ccccc2)cc1	10%
COC(=O)C1=C(C)NC(=O)/C1=C\c1ccc(F)cc1	12%
CCOc1cccc2c1N(C(=O)Cc1ccc(F)cc1)C(C)(C)c1ssc(=S)c1-2	23%
S=c1[nH]nc(-c2ccc(Cl)cc2Cl)n1N=Cc1ccc(Br)cc1	26%
CSc1nnc2c(n1)OC(c1ccco1)Nc1ccccc1-2 (centres undefined)	0%
CCOC(=O)c1c(-c2ccccc2)oc2ccc(OCC(=O)c3ccc(OC)cc3)cc12	0%
COc1ccc(C(=O)N/C(=C\c2cccc([N+](=O)[O-])c2)C(=O)NCCc2c[nH]c3ccccc23)cc1OC	14%
Cc1cccc(N2CCN(C(=O)c3ccccc3)CC2)c1C	0%
O=C1S/C(=C\c2ccccc2Cl)C(=O)N1c1ccc(O)cc1	21%
O=C(Nc1cccc(C(F)(F)F)c1)/C(=C\c1cccs1)NC(=O)c1ccccc1	11%
O=C1C2C3C=CC(CC3)C2C(=O)N1/N=C/c1ccc([N+](=O)[O-])o1 (centres undefined)	0%
Cc1ccc(NC(=O)c2cc(-c3ccc(Cl)cc3)nc3ccccc23)c(Br)c1	1%
O=[N+]([O-])c1ccc(Cl)c(CN2CCC3(C=Cc4ccccc43)CC2)c1	6%
COc1ccc(Cl)cc1N(CC(=O)Nc1ccc(CC#N)cc1)S(=O)(=O)c1ccc(C)c([N+](=O)[O-])c1	16%
CC1=C(C(=O)Nc2ccccc2)C(c2ccc(C)o2)C(C#N)=C(SCC(=O)Nc2ccccc2)N1 (centres undefined)	10%
COc1ccc(C(=O)Nc2cccc(-c3nc4cc(C)ccc4o3)c2)cc1Br	9%
Cn1cccc1/C=C1/C(=O)NC(=S)N(c2cccc(Cl)c2)C1=O	31%
COc1ccc(OC)c(NC(=S)NC(=O)c2ccccc2Cl)c1	5%
COc1ccc(CNS(=O)(=O)c2ccc(C)cc2)cc1	0%
O=C1CC(c2cc3c(cc2Cl)OCO3)c2cc(Br)c3ccccc3c2N1 (centres undefined)	9%
O=C(O)COc1ccc(/C=C2\C(=O)NC(=O)N(c3cccc(F)c3)C2=O)cc1Cl	6%
Next records.
SMILES	RNase H inhibition
Cc1ccccc1-c1cc(C(=O)O)c2ccccc2n1	7%
CCOc1ccccc1NC(=O)Cc1ccccc1	24%
NC(=O)c1ccccc1NC(=O)c1ccccc1F	9%
O=c1oc2ccccc2cc1-c1nn(-c2ccccc2)cc1/C=N/O	21%
CC1(C)c2ssc(=S)c2-c2ccccc2N1C(=O)Cc1ccccc1	14%
COc1ccccc1C(=O)NNC(=O)C(=O)N1CCCCC1	5%
CCOc1ccc(OC)cc1/C=N/NC(=O)N/N=C/c1cc(OC)ccc1OCC	13%
CCOc1cc(/C=N/n2cnc3sc4c(c3c2=O)CCCC4)ccc1O	24%
Cc1cc(NC(=O)c2cccnc2)ccc1Br	8%
N#C/C(=C\c1cn(Cc2ccccc2C#N)c2ccccc12)C(=O)Nc1ccccc1	8%
CCC(C(=O)NCc1ccccc1)c1ccccc1 (centres undefined)	4%
CC(C)(C)c1ccc(OCCOc2cccc(C=C3C(=O)NC(=O)NC3=O)c2)cc1	13%
COc1ccc2nc(NC(=O)c3ccccc3Br)sc2c1	15%
CC(C)(C)C1=CC(=O)C=C(C(C)(C)C)C1=O	0%
O=C(O)c1cccc(Nc2nc(-c3ccc(Cl)c(Cl)c3)cs2)c1	13%

A second format for 6 compounds above.
canonical_smiles | RNase H inhibition
CCOc1ccc(OC)cc1/C=N/NC(=O)N/N=C/c1cc(OC)ccc1OCC | 13%
CCOc1cc(/C=N/n2cnc3sc4c(c3c2=O)CCCC4)ccc1O | 24%
Cc1cc(NC(=O)c2cccnc2)ccc1Br | 8%
N#C/C(=C\c1cn(Cc2ccccc2C#N)c2ccccc12)C(=O)Nc1ccccc1 | 8%
CCC(C(=O)NCc1ccccc1)c1ccccc1 (centres undefined) | 4%
CC(C)(C)c1ccc(OCCOc2cccc(C=C3C(=O)NC(=O)NC3=O)c2)cc1 | 13%

Following part:
SMILES	RNase H inhibition
COc1ccc(CC(=O)NC23CC4CC(CC(C4)C2)C3)cc1	10%
CC1CC(C)CN(S(=O)(=O)c2ccccc2[N+](=O)[O-])C1 (centres undefined)	37%
C=CCNC(=O)c1cccc([N+](=O)[O-])c1	4%
O=C(CCC(=O)Nc1ccc(I)cc1)N/N=C/C=C/c1ccccc1	22%
CCOC(=O)C1=C(C(=O)OCC)SC(=C2C(=S)C(C)(C)N(C(=O)c3ccc(OC)cc3)c3ccccc32)S1	29%
C/C=C/c1ccc(OCCOc2cccc3cccnc23)c(OC)c1	19%
O=C(Nc1ccc(Cl)c(-c2nc3ncccc3o2)c1)c1cccc2c(Br)cccc12	16%
O=C(Cc1ccc(Cl)cc1)Nc1cccnc1	6%
CC1=CC(C)(C)N(C(=O)c2ccc(NS(C)(=O)=O)cc2)c2ccc(C)cc21	2%
C=C(C)Cn1c(-c2ccc(Cl)cc2)n[nH]c1=S	0%
COc1ccc(C2c3cc(OC)c(OC)cc3CC(=O)N2c2ccccc2)cc1 (centres undefined)	0%
CC1CCN(C(=O)Nc2ccccc2)CC1	1%
COc1ccc(N(CC(=O)NCc2ccncc2)S(C)(=O)=O)cc1	4%
Cc1cccc(NCCC(=O)c2cccs2)c1C	5%
CCOc1ccc(C(=O)NC(=S)Nc2ccc3nn(-c4ccccc4)nc3c2)cc1[N+](=O)[O-]	18%
O=c1cc(-c2ccccc2F)nc(-c2cccc(Br)c2)o1	11%
Nc1cccc(NC(=O)c2ccco2)c1	12%
COc1ccc(CNC(=O)C(=O)Nc2cccc3ccccc23)cc1	31%
CCSc1nc2sc3c(c2c2nnnn12)CCN(C)C3	12%
COc1ccc(C2=NN(C(=O)CCC(=O)O)C(c3cccs3)C2)cc1 (centres undefined)	9%
COc1ccc(C2C3=C(CC(C)(C)CC3=O)Nc3ccccc3N2C(C)=O)cc1COc1ccc(F)cc1 (centres undefined)	15%
Cc1cccc(NC(=O)CSc2nc3ccc(NC(=O)c4ccccc4)cc3s2)c1C	15%
CC(NS(=O)(=O)c1ccccc1)C1COc2ccccc2O1 (centres undefined)	6%
CC(C)(C)SCCN=C1NS(=O)(=O)c2cc([N+](=O)[O-])ccc21	0%
CC(C)(C)c1ccc(OCC(=O)N/N=C/c2ccc(O)c([N+](=O)[O-])c2)cc1	8%
CCn1c(O)c(/C=N/N=C/c2ccccc2)c2ccc(C3=NNC(=O)CC3)cc21	38%
O=C(Nn1cnnc1)c1ccccc1Cl	7%
COCCOC(=O)c1ccc(NC(=O)COc2ccc(Cl)cc2)cc1	1%
O=C(N=Nc1c(O)n(CN2CCOCC2)c2ccc(Br)cc12)c1cccnc1	0%
COc1cc(OC)c(OC)cc1C=NN1CCN(C2c3ccccc3-c3ccccc32)CC1	0%
Cn1cc([N+](=O)[O-])cc1-c1nc2ccccc2n1C	0%
COc1ccc(C(=O)c2ccc(N3CCN(C)CC3)c([N+](=O)[O-])c2)cc1	29%
CC1=C(C(=O)OCCc2ccccc2)C(c2cccc([N+](=O)[O-])c2)C2=C(CC(c3ccccc3)CC2=O)N1 (centres undefined)	15%
Cc1ccc(/C=C2/SC(=S)N(CCC(=O)N3c4ccccc4Sc4ccc(Cl)cc43)C2=O)cc1	15%
Cc1ccc(NC(=O)c2sc(N)c(C(=O)OC(C)C)c2C)cc1	0%
O=C(NC(=S)Nc1c(Cl)cc(Cl)cc1Cl)c1ccco1	14%
CC1=C(C(=O)Nc2ccccc2Cl)C(c2cccc(Br)c2)NC(=O)N1 (centres undefined)	9%
CC(=O)OC1C(C2COC3(CCCCC3)O2)OC2OC3(CCCCC3)OC21 (centres undefined)	9%
Cc1[nH]c2ccccc2c1C=Nc1cc(Cl)cc(Cl)c1	6%
COc1ccccc1C(=O)Nc1ccc(NC(=O)c2cccs2)cc1	14%
O=C(NCc1ccco1)c1cc2nc(-c3ccccc3)cc(-c3ccccc3)n2n1	17%
COc1ccccc1NC(=O)C(N)=O	8%
O=P(c1ccccc1)(c1ccccc1)C1COCCO1 (centres undefined)	2%
O=C1C(=O)N(c2nccs2)C(c2ccccc2F)/C1=C(/O)c1ccc([N+](=O)[O-])cc1 (centres undefined)	5%
Cn1c(N/N=C\c2ccc(Cl)cc2Cl)cc(=O)n(C)c1=O	11%

Retrieved by structure from above, five records:
SMILES	RNase H inhibition
CC(C)(C)c1ccc(OCCOc2cccc(C=C3C(=O)NC(=O)NC3=O)c2)cc1	13%
CCOc1ccc(NC(=O)CC2S/C(=N\N=C3/CCCc4ccccc43)NC2=O)cc1 (centres undefined)	15%
CCCOC(=O)C1=C(C)NC2=C(C(=O)CC(C)(C)C2)C1c1ccc(OCC)c(OC)c1 (centres undefined)	13%
COc1ccccc1C(=O)Nc1ccc(NC(=O)c2cccs2)cc1	14%
CCN1C(=O)/C(=C2/Oc3ccc4ccccc4c3N2C)OC1=S	0%

Next part:
SMILES	RNase H inhibition
CN(C)/C=C1/C=C(c2ccccc2)OC1=O	0%
CN(Cc1ccccc1)C(=O)c1ccccc1[N+](=O)[O-]	14%
CCCN1C(=O)c2cccc3c(S(=O)(=O)N(C)C)ccc1c23	10%
O=C(NC(=S)Nc1ccc2oc(-c3ccccc3)nc2c1)c1cccc(Br)c1	3%

4 compounds out of the list, ordered by SMILES length, lowest first:
SMILES	RNase H inhibition
O=P(c1ccccc1)(c1ccccc1)C1COCCO1 (centres undefined)	2%
Cn1c(N/N=C\c2ccc(Cl)cc2Cl)cc(=O)n(C)c1=O	11%
O=C(NC(=S)Nc1ccc2oc(-c3ccccc3)nc2c1)c1cccc(Br)c1	3%
O=C1C(=O)N(c2nccs2)C(c2ccccc2F)/C1=C(/O)c1ccc([N+](=O)[O-])cc1 (centres undefined)	5%
